Screening results deposited in PubChem BioAssay by several laboratories.
OXTR ag: human OXTR agonists, primary screen, fluorescence, CHO-OTR cells, Fluo-8 calcium | Fluo-8 calcium fluorescence; normalized: DMSO 0%, oxytocin 100% | 320,000 tested, 0.32% active | activation, % at 3 µM;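 active = activation above the mean of all tested compounds plus 3 SD, cutoff set per screening run, cut at about 20% in these data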;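 also: peak over basal fluorescence ratio from a 100 s FLIPR kinetic read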
Target sequence (P30559 whole entry, looked up): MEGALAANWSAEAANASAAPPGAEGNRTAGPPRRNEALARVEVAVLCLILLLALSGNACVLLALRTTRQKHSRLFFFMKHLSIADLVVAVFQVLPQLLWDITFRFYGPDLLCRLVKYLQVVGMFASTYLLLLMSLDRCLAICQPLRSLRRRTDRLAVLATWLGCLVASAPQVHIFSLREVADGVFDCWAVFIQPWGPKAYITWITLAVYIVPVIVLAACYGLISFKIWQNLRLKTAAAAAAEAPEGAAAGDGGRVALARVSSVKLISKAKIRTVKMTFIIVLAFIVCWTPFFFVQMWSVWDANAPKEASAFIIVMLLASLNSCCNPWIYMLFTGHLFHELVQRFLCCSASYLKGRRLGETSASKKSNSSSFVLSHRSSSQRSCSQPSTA
PfM18AAP inh: PfM18AAP inhibitors, malaria aminopeptidase, primary screen, biochemical, QFRET, recombinant enzyme; H-Glu-NHMec fluorogenic cleavage; 290,000 tested, 1.2% active; inhibition, % at 7.35 µM; M18 aspartyl aminopeptidase (Plasmodium falciparum 3D7);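 active = inhibition above the campaign mean inhibition over all tested compounds plus 3 SD, cut at about 28% in these data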;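 also: 0% = plate median of test compound wells and 100% = 2 mM ZnCl2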
GalR3 antagonist: GalR3 antagonists in HEK293 cells, primary screen, cell-based, fluorescence readout | Galanin receptor type 3 (Homo sapiens), O60755 | inhibition, % at 3 µM | HEK293 GalR3-CNG cAMP membrane potential fluorescence; galR3 body fused to GalR1 C-terminus | 360,000 tested, 0.44% active;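 active = inhibition above the screen-wide average plus 3 SD, cut at about 13% in these data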;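 also: forskolin and galanin both at EC90 stimulate the cells; cAMP rise reported by CNG channel membrane potential dye signal; 0% = forskolin plus galanin with DMSO and 100% = forskolin alone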
OXTR potentiate: human OXTR potentiators, primary screen, fluorescence, CHO-OTR cells, Fluo-8 calcium; activation, % at 3 µM; Oxytocin receptor (Homo sapiens), P30559; 320,000 tested, 0.061% active; Fluo-8 calcium fluorescence, potentiator mode; 0% = oxytocin EC15, 100% = EC100;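 active = activation above that plate's cutoff, the mean activation of tested compounds plus 3 SD, cut at about 6.6% in these data, passing the limit was not always enough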;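 also: 100% uses oxytocin at 75 nM as the full agonist control; some results filed as inactive read as strong as hits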
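Assay system: CHO cell line stably expressing human OTR. Reagent: EC15 oxytocin agonist. Dosing: single dose, 3.0 µM nominal final compound concentration. Timing: compound 6 min at room temperature before oxytocin, 100 s read. Signal: kinetic Fluo-8 calcium fluorescence. Controls: oxytocin EC15 low and EC100 high.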
GPR7 antag: GPR7 receptor antagonists, primary screen, cell-based, fluorescence, single concentration; Neuropeptides B/W receptor type 1 (Homo sapiens), P48145; GPR7-expressing cells, fluorescence antagonist assay; inhibition, % at 4.4 µM; 290,000 tested, 1.1% active; AID 1861, 2009; in the data active = inhibition above about 16%, passing the limit was not always enough;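 also: cells stimulated with the agonist NPW; 0% = agonist with vehicle and 100% = vehicle without agonist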
MEKK2 mut-MEK5: MEK5 binding signal on mutant MEKK2 PB1, primary screen, biochemical, multiplex bead flow cytometry, Alexa488-MEK5; Alexa488-MEK5 binding to MEKK2 mutant; 290,000 tested, 0.35% active; percent response, % at 10 µM; AID 1530, 2009; in the data active = percent response above about 24%, passing the limit was not always enough; also: inactives centre near 1; some results filed as inactive read as strong as hits
MEKK2wt PB1 HTS: modulators of MEK5 binding to wildtype MEKK2, primary screen, biochemical, multiplex bead flow cytometry, Alexa488-MEK5 | Mitogen-activated protein kinase kinase kinase 2 (Homo sapiens), Q9Y2U5 | Alexa488-MEK5 binding to MEKK2 WT; actives lie on both sides | binding response (% of control), % at 10 µM | 290,000 tested, 1.1% active | AID 1531, 2009; in the data active = binding response below about 67% or above about 130%
NALP1 inh: NALP1 inflammasome inhibitors in reconstituted yeast, colorimetric, S. cerevisiae, triplicate retest | S. cerevisiae NALP1/ASC/caspase-1 growth, X-gal OD620, 72 h | inhibition, % at 10 µM | 280,000 tested, 0.61% active; in the data active = inhibition mostly above about 24%, no sharp cut-off; inactive = mostly below about 32%; also: some compounds called inactive have numbers as strong as hits
V1aR counter: agonists of human V1a receptor, primary screen, counter-screen for OXTR agonist project, fluorescence, CHO-V1R cells. activation, % at 3 µM. 320,000 tested, 0.25% active. Vasopressin V1a receptor (Homo sapiens), P37288. AID 2797, 2010. Fluo-8 calcium fluorescence, agonist mode; 0% DMSO, 100% 3 nM vasopressin;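 active = activation above the mean activation of all tested compounds plus 3 SD, per screening run, cut at about 20% in these data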;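 also: signal is peak over basal fluorescence ratio across a 100 second FLIPR read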
Target sequence (P37288 whole entry, looked up): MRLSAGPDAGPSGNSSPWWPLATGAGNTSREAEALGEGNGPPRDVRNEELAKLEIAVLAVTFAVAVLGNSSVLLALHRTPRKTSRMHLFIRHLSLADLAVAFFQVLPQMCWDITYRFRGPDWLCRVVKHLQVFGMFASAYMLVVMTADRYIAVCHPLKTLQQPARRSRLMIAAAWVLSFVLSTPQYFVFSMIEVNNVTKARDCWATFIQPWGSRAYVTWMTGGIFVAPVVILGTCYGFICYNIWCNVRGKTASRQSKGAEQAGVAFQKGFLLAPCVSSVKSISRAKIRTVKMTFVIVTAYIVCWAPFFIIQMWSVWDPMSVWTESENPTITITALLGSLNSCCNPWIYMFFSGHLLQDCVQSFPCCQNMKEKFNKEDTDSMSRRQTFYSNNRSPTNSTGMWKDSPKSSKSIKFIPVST
An asterisk follows results filed as active; nt = not tested or not shown.

Sample of the layout (five entries):
Molecule,OXTR ag,PfM18AAP inh,GalR3 antagonist,OXTR potentiate,GPR7 antag,MEKK2 mut-MEK5,MEKK2wt PB1 HTS,NALP1 inh,V1aR counter
CC(CC(=O)O)NCC1COc2ccccc2O1 (configuration not stated),1.8,nt,-1,-3,nt,nt,nt,nt,0.3
COCCNC(=S)N(Cc1cccs1)Cc1cc2cccc(C)c2[nH]c1=O,-0.9,2,6,-1,-3,-11,94,2,0.0
O=C(Nc1ccc(C(=O)NCC2CCN(Cc3ccccc3F)CC2)cc1)C1=CSCCO1,2.1,-5,-2,-3,-4,0,108,10,1.1
O=C(Cn1ncc2c1-c1ccccc1OC2)Nc1ccc(Cl)cn1,0.5,-4,nt,-4,-1,7,100,26,0.4
COc1ccc(NC(=S)NC2CCCCC2)c(OC)c1,-0.7,-2,-5,1,-7,-3,85,0,-0.6

Main list, from the first entry:
Molecule,OXTR ag,PfM18AAP inh,GalR3 antagonist,OXTR potentiate,GPR7 antag,MEKK2 mut-MEK5,MEKK2wt PB1 HTS,NALP1 inh,V1aR counter
CC(CC(=O)O)NCC1COc2ccccc2O1 (configuration not stated),1.8,nt,-1,-3,nt,nt,nt,nt,0.3
COCCNC(=S)N(Cc1cccs1)Cc1cc2cccc(C)c2[nH]c1=O,-0.9,2,6,-1,-3,-11,94,2,0.0
O=C(Nc1ccc(C(=O)NCC2CCN(Cc3ccccc3F)CC2)cc1)C1=CSCCO1,2.1,-5,-2,-3,-4,0,108,10,1.1
O=C(Cn1ncc2c1-c1ccccc1OC2)Nc1ccc(Cl)cn1,0.5,-4,nt,-4,-1,7,100,26,0.4
COc1ccc(NC(=S)NC2CCCCC2)c(OC)c1,-0.7,-2,-5,1,-7,-3,85,0,-0.6
CC(=O)Nc1ccc(S(=O)(=O)Nc2nc(-c3ccc(C(C)(C)C)cc3)cs2)cc1,0.5,-2,-4,-6,-7,-2,97,19,0.6
Cc1ccc(N(C(=O)Nc2ccccc2)C2=NCCC2)cc1,-0.1,4,-3,-11,14,-3,85,16,-0.2
O=C(Nc1ccnn1C1CCN(C(=O)c2ccc(F)c(Cl)c2)CC1)C1CC1,-0.2,1,-1,-7,-3,6,107,1,0.9

Three entries already listed, arranged by count of non-hydrogen atoms, lowest first:
Molecule,OXTR ag,PfM18AAP inh,GalR3 antagonist,OXTR potentiate,GPR7 antag,MEKK2 mut-MEK5,MEKK2wt PB1 HTS,NALP1 inh,V1aR counter
COc1ccc(NC(=S)NC2CCCCC2)c(OC)c1,-0.7,-2,-5,1,-7,-3,85,0,-0.6
O=C(Cn1ncc2c1-c1ccccc1OC2)Nc1ccc(Cl)cn1,0.5,-4,nt,-4,-1,7,100,26,0.4
COCCNC(=S)N(Cc1cccs1)Cc1cc2cccc(C)c2[nH]c1=O,-0.9,2,6,-1,-3,-11,94,2,0.0

Next section
Molecule,OXTR ag,PfM18AAP inh,GalR3 antagonist,OXTR potentiate,GPR7 antag,MEKK2 mut-MEK5,MEKK2wt PB1 HTS,NALP1 inh,V1aR counter
Cc1cc(OCCCC(=O)NC2=NCCS2)ccc1Cl,13,-2,-6,-21,-2,1,104,12,8.2
CCCc1cc(=O)[nH]c(SCCN2C(=O)c3ccccc3C2=O)n1,-0.7,-7,-4,0,-7,-1,95,5,0.2
Cn1ncc2c1ncn1nc(CCc3ccccc3)nc21,0.3,2,-3,3,-13,-2,99,-3,-0.5
COc1ccc(CCNC(=O)Cn2ccc3c(OC)cccc3c2=O)cc1OC,-1.6,-16,-6,3,-10,-3,96,15,-0.6
Cc1ccc(O)c(/C=N/NC(=O)C2=NNC(c3ccccc3)(c3ccccc3)C2)c1,nt,13,nt,nt,-16,-1,98,-40,nt
CCOC(=O)c1c(C)[nH]c(C(=O)NNC(=O)c2ccc(C(C)(C)C)cc2)c1C,-0.8,0,-2,-7,-6,-1,95,18,0.0
CCOc1ccc(=O)n(-c2ccccc2)n1,-0.5,3,5,-5,6,3,102,6,0.4
Cc1ccccc1C(=O)NCCN=C1NS(=O)(=O)c2ccccc21,0.2,5,1,-4,9,9,110,17,0.3
COc1ccc(-c2csc(NC(C)=O)n2)cc1OC,-0.8,3,0,1,2,0,96,15,0.3
Cc1cc(C)cc(OCC(=O)O/N=C(\N)c2cccnc2)c1,nt,-3,1,nt,2,2,101,2,nt
O=C(CSc1nc2ncccc2[nH]1)Nc1ccccc1-c1ccccc1,-1.4,-4,-7,-7,3,-3,93,2,0.2
CCN(CC)CCNC(=O)c1c(C)n(-c2ccccc2)c2cc(Br)c(OC)cc12,7.0,0,0,-10,16,8,134,4,2.0
CC(=O)/C(=N/Nc1ccccc1Cl)Sc1nnc(C(O)c2ccccc2)n1-c1ccccc1 (configuration not stated),1.3,-7,0,-7,1,0,107,29,1.7
O=C1SCC(c2ccc(Cl)cc2Cl)=NN1Cc1nnc(-c2ccccc2)o1,-1.9,-11,2,-5,8,-1,102,40,-0.2
S=C(NC1CCCCC1)N(CCc1ccccc1)CCc1ccccc1,1.1,-2,-5,-16,10,51*,125,27,2.2
COc1ccccc1CC(=O)N1CCN(S(=O)(=O)c2cccs2)CC1,-0.3,2,-1,-2,1,7,107,11,0.3
Cc1ccc(SCC(=O)OCC(=O)N(CC(C)C)c2c(N)n(Cc3ccccc3)c(=O)[nH]c2=O)c(C)c1,-1.3,nt,-2,-14,nt,nt,nt,nt,-0.2
CC(C)NC(=O)C(c1ccc(F)cc1)N(Cc1ccco1)C(=O)CCC(=O)Nc1ccccn1 (configuration not stated),0.3,0,-9,-2,-11,-3,96,-5,1.0
Cc1nccn1CC(=O)N/N=C/c1cccs1,1.1,6,-1,1,-13,-3,97,5,0.7
COc1cccc(-c2cc(C(=O)Nc3cc(C)n(Cc4ccc(Cl)cc4)n3)no2)c1,1.9,-4,-5,-2,-5,6,101,nt,2.4
O=C(NCc1ccccn1)c1cccc(S(=O)(=O)Nc2ccc(SC(F)F)cc2)c1,6.8,nt,7,-19,nt,nt,nt,nt,4.5
Cc1cccc(NC(=O)CCC2CCN(C(=O)C3CC=CCC3)CC2)c1 (configuration not stated),0.8,0,-1,-5,4,3,106,9,2.3
COC(=O)c1ccc(NC(=O)Cn2c(-c3nonc3N)nc3ccccc32)cc1,0.5,-18,0,0,-5,0,104,0,0.3
Cc1ccccc1C(=O)Oc1ccc(Br)cc1C(=S)N1CCCC1,-2.1,-12,-4,-14,-1,1,102,14,0.4
CNC(=O)c1[nH]cnc1C(=O)Nc1ccccc1C,-0.6,-1,-1,-6,10,2,101,4,-0.3
CCOc1ccc(NC(=O)CSc2nc(C)c3c(c2C#N)CCCC3)cc1,0.3,2,-3,-6,0,2,95,15,-0.6
CCOC(=O)CN1C(=O)CSc2ccc(S(=O)(=O)N3CCCC3)cc21,-0.3,-1,4,-4,1,3,102,nt,0.3
COc1ccc(S(=O)(=O)N(CC(=O)N2CCN(C)CC2)C2CCCCC2)cc1OC,1.3,2,2,-8,-5,-8,96,14,1.0
CC(=O)Nc1ccc(S(=O)(=O)Nc2cccc(-n3c(C)nc4ccccc4c3=O)c2)cc1,-1.1,nt,-2,-1,nt,nt,nt,nt,-0.1
Cc1c(C(=O)O)sc2nc(CSc3nnc(-c4ccc(F)cc4)n3C)[nH]c(=O)c12,0.1,7,-2,-7,-2,7,102,-20,-0.3
COc1ccc(-n2c(SCC(=O)Nc3cc(C)on3)nc3ccc(O)cc3c2=O)cc1OC,0.2,7,-4,-12,1,2,102,29,0.2
Oc1ccc(Br)cc1C=Nc1cccn2cc(-c3ccccc3)nc12,-1.8,-2,-3,-5,-1,-2,94,9,-0.2
O=C(CSc1nc(O)c(Cc2ccccc2)c(=O)[nH]1)Nc1ccccc1,2.3,6,-2,7,-1,4,101,5,0.6
N#Cc1ccc(OCC(=O)N/N=C2\CCc3ccccc32)cc1,-1.4,3,-2,-4,-5,14,111,0,0.0
CCOC(=O)c1ccc(NC(=S)N(CCN(C)C)Cc2cccs2)cc1,2.1,2,-3,-3,-3,0,101,16,2.7
CC1(C)CC(=O)C=C(Nc2ccc3c(c2)CCC3)C1,-1.1,-6,nt,2,1,3,100,8,0.0
COc1ccc(C2(C)ON(c3ccccc3C(F)(F)F)C2=O)cc1 (configuration not stated),-0.2,nt,5,-7,nt,nt,nt,nt,-0.6
O=C(COCc1cc(-c2ccc3c(c2)OCO3)on1)N1CCN(c2cccc(C(F)(F)F)c2)CC1,2.0,-2,-7,-5,10,-6,96,31,2.5
CC(=O)NC1CCCc2c1cnn2-c1ccc(C(C)(C)C)cc1 (configuration not stated),-0.8,1,-5,0,-8,3,109,4,3.7
COc1ccc(-c2noc(CN(C(=O)c3ccc4c(c3)OCO4)C(C)C)n2)cc1,3.6,-5,-8,-1,7,-8,93,19,3.2
CC1CC(=O)C2=C(C1)Nc1nc3ccccc3n1C2c1cccnc1 (configuration not stated),-1.4,8,2,-1,-8,-6,96,2,0.2
CC(NS(=O)(=O)OCC(Cl)(Cl)Cl)c1ccc(C(C)(C)C)cc1 (configuration not stated),-0.9,-6,-6,-15,-9,-3,94,-24,1.8
COc1nc2ccc(C)cc2cc1-c1noc(-c2ccccc2)n1,-0.3,-2,-4,-1,-1,-11,87,6,-0.5
Cn1c(CCN2CCCCCC2)nc2cc(NC(=O)Nc3ccccc3)ccc21,-1.0,6,-4,-4,6,11,136,20,-0.4
COc1ccc(-c2c(C#N)c(N)nc3c2CCCCCC3)cc1OC,-0.7,-4,-3,-2,-6,-4,96,10,0.0
CC1=C(C(N)=O)C(c2ccc(Cl)cc2)n2nc(CCCO)nc2N1 (configuration not stated),1.2,1,0,-7,-7,9,107,0,0.5
C(=C\c1ccccc1)/CSc1nc2ncccc2[nH]1,-1.2,6,1,-7,-4,-2,99,nt,3.2
Cc1cc(-c2n[nH]c(=S)n2-c2ccc(F)cc2)nn1C,2.0,15,5,-3,-12,-20,79,-11,0.0
Cc1c(C(=O)O)c(-c2ccccc2)nn1-c1ccccc1,-0.6,4,2,-15,-1,-3,97,15,0.8
O=C(Cc1ccccc1)Nc1cccc([N+](=O)[O-])c1,-0.5,-17,-4,-8,-1,-9,93,-2,0.7
COc1ccc(/C=N/Nc2ncnc3scc(-c4ccccc4)c23)cc1OC,-0.6,11,2,-5,-1,2,97,8,0.1
